From PubChem BioAssay
Pf growth 48h – inhibits P. falciparum growth in the first generation, 48 h | Potency, µM (top dose mostly 28.7 µM), for inactives: top-dose activity change, negative = inhibition, hits mostly inhibitors | 310,000 compounds, 5.9% hits | P. falciparum luciferase growth in erythrocytes, 48 h; note: potency is the fitted concentration of half-maximal effect; % is set by controls: 0 for no effect and ±100 for the full control effect
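Cell-based growth assay: transgenic P. falciparum expressing firefly luciferase, cultured in red cells within RPMI 1640 containing 0.5% w/v Albumax, 24 mM bicarbonate and gentamycin. A drop in luciferase activity indicates inhibition.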
AmpC no deterg – AmpC beta-lactamase inhibition without detergent; AmpC nitrocefin hydrolysis, absorbance 480 nm, 0.0001% Triton; Potency, µM (top dose mostly 57.1 µM), for the others: top-dose activity change, negative = inhibition, usual class: inhibitors; 330,000 compounds, 0.52% hits; AID 485341;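 note: potency is the fitted concentration of half-maximal effect; plate controls were no compound for no effect and no enzyme for full effect; nearly all actives have a fitted effect of over 20% in size; some results filed as inactive show a strong effect at the top dose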
Target sequence (P00811 whole entry, looked up): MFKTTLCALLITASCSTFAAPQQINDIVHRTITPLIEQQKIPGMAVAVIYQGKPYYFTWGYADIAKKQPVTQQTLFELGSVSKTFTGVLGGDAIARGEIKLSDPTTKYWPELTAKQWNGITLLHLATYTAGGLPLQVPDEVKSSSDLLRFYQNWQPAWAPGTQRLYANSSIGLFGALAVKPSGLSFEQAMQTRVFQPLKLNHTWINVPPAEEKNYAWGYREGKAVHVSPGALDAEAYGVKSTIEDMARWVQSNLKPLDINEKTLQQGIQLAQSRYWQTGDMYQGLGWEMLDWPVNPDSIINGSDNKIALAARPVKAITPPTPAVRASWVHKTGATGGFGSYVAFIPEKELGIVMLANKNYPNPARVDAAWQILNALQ
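20 mM phosphate pH 7.0 + 0.01% (detergent screen) or 0.0001% Triton X-100; 5.3 nM AmpC reagent; cpd preinc 15 min RT; nitrocefin (800 uM stock) to start; A480 q20 s × 4 min; Activity was normalised to no-enzyme and no-compound control wells.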
CHX counter – counter-screen for Shiga toxin inhibitors: cycloheximide protein synthesis inhibition. cell reporter, cycloheximide protein synthesis inhibition counterscreen. max response, %. 300,000 compounds, 12% hits; in the data active = max response mostly above about 13%, no sharp cut-off; inactive = mostly below about 14%; note: read at 38.3 µM for the half of the compounds with a filed dose; 0% is about no effect
Tb PYK inh – blocks Trypanosoma brucei pyruvate kinase; TbPYK enzyme, Kinase-Glo Plus ATP luminescence, 45 min; Potency, µM (doses to about 76.8 µM), for inactives: at the top dose activity, negative = inhibition, most hits filed as inhibitors; 410,000 compounds, 0.12% hits; note: potency is the fitted concentration of half-maximal effect; % is set by controls: 0 for no effect and ±100 for the full control effect; nearly all actives have a fitted effect of over 50% in size
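Luminescent Kinase-Glo Plus end-point after 45 min room-temperature reaction of T. brucei pyruvate kinase started with 130 uM ADP (final). Buffer TEA 50 mM pH 7.2 with KCl, MgCl2, BSA, Tween-20; titration-based qHTS with fitted concentration-effect curves.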
Pf growth 96h – P. falciparum growth inhibition at 96 hours. Potency, µM (series often up to 28.7 µM), inactives show top-dose activity change, negative = inhibition, hits mostly inhibitors. P. falciparum luciferase reporter growth, 96 h. 320,000 compounds, 6.9% hits; note: potency is the fitted concentration of half-maximal effect; % is set by controls: 0 for no effect and ±100 for the full control effect
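Two parasite generations (96 h, 37 C, 5% CO2) of compound exposure in infected erythrocytes (0.05% parasitemia, 2% hematocrit). Luciferase-reporter P. falciparum; decreased luminescence indicates inhibited growth, aimed at apicoplast-acting delayed death.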
LmPK inh – blocks Leishmania mexicana pyruvate kinase activity | Potency, µM (top dose mostly 57.5 µM), without a hit: top-dose activity change, negative = inhibition, hits mostly inhibitors | purified LmPK, Kinase-Glo ATP luminescence, 1 h | Q27686 | 290,000 compounds, 0.37% hits; note: potency is the fitted concentration of half-maximal effect; % is set by controls: 0 for no effect and ±100 for the full control effect
Target sequence (Q27686 whole entry, looked up): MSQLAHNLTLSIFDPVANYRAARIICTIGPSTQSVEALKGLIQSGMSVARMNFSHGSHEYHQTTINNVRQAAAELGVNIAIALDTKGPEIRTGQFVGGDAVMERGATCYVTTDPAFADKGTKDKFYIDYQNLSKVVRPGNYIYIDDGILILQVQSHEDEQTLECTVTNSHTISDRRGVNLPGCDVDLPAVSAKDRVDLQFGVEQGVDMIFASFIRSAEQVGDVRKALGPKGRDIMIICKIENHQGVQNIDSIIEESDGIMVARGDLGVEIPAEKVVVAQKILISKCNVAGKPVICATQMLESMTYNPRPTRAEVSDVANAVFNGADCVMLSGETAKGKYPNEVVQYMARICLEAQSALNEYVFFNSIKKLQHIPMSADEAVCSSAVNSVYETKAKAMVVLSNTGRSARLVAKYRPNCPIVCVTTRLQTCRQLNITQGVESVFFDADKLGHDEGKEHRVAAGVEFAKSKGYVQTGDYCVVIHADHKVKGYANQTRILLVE
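Purified LmPK (0.1 nM) converted ADP (0.1 mM) to ATP with PEP (0.5 mM) in imidazole buffer pH 7.2 with KCl and MgCl2, 1 h at room temperature. ATP was read by Kinase-Glo luminescence; data normalized to uninhibited and no-enzyme controls.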
Shiga inhibitor – blocks Shiga toxin action in Vero cells. 290,000 compounds, 9.2% hits. inhibition, % at 38.7 µM. Vero cells, Shiga toxin protein synthesis inhibition reporter; in the data active = inhibition mostly above about 28%, no sharp cut-off; inactive = mostly below about 43%; note: 0% is about no effect
Starred values were filed as active, the others as inactive; u = inconclusive; x = no result given; & = joins results of further samples; [ ] = remark or other dose. Unless noted, calls come from the whole dose curve; as a rule, active = well fitted curve in the direction sought with a large enough effect; inconclusive = small, poorly fitted or top-dose-only effect, or another doubt; inactive = no such curve, though single readings can be large; an effect the other way counts as inactive or inconclusive.

Preview (2 entries):
mol	Pf growth 48h	AmpC no deterg	CHX counter	Tb PYK inh	Pf growth 96h	LmPK inh	Shiga inhibitor
Cc1ccccc1C(=O)N1CCC(C(=O)Nc2ccc(C)c(S(=O)(=O)N3CCCCC3)c2)CC1	13µM*	95%[activator]	x	-2%	u	x	x
C=CCn1c(CCNC(=O)c2ccc(Cl)c(Cl)c2)nnc1SCCOc1ccc(OC)cc1	u	47%	-1	6%	u	0%	38

This part in full (from the top)
mol	Pf growth 48h	AmpC no deterg	CHX counter	Tb PYK inh	Pf growth 96h	LmPK inh	Shiga inhibitor
Cc1ccccc1C(=O)N1CCC(C(=O)Nc2ccc(C)c(S(=O)(=O)N3CCCCC3)c2)CC1	13µM*	95%[activator]	x	-2%	u	x	x
C=CCn1c(CCNC(=O)c2ccc(Cl)c(Cl)c2)nnc1SCCOc1ccc(OC)cc1	u	47%	-1	6%	u	0%	38
O=C(NCc1nnc(SCC(=O)N2CCCCC2)o1)c1c(F)cccc1Cl	10%	-3%	-3	-5%	6%	-12%	-3
O=C(Nc1nnc(/N=C/c2ccco2)s1)c1ccc(F)cc1	1%	-14%	3	-10%	u	-26%	20
COc1ccc(C(=O)NC2CCN(C(=S)Nc3cccc(C)c3C)CC2)cc1	u	-6%	-1	1%	6%	0%	-15
CC(C(=O)N1CCCCCC1)c1ccc([N+](=O)[O-])cc1 (stereo not drawn)	-6%	-14%	1	1%	-13%	-9%	-11
COc1ccc(Cl)cc1NC(=O)CSc1sc2c(O)cc(=O)[nH]c2c1C#N	-13%	-56%	-4	-11%	-8%	4%	-6
COc1ccc(N2C(=O)CC2(C#N)c2ccc(OCc3ccccc3)cc2)cc1 (stereo not drawn)	10%	-48%	-2	10%	-22%	1%	-3
Cc1ccccc1OCCn1cc(C=O)c2ccccc21	u	-16%	4	-4%	4%	9%	13
Cc1ccc(S(=O)(=O)N2CCN(c3ccc(C(=O)N4CCOCC4)cc3[N+](=O)[O-])CC2)cc1	-21%	208%[activator]	-3	-6%	10µM*	-3%	24
COc1ccc(-c2cc(CNC(=O)CN3CCN(C)CC3)on2)cc1	15%	-8%	-2	-2%	u	-6%	3
CCN(CC)S(=O)(=O)c1ccc(Cl)c(NC(=O)c2ccncc2)c1	9%	0%	-3	-12%	79%[activator]	-8%	-33
O=c1c2ccccc2c(C=NCc2ccccn2)c(O)n1-c1ccccc1	-4%	-13%	-6	-3%	26%	-1%	-12
COc1cc(OC)cc(N2C(=O)CC(N3CCC(C(=O)N4CCCCC4)CC3)C2=O)c1 (stereo not drawn)	0%	104%[activator]	1	3%	15µM*	1%	13
COc1ccc(-c2nc(=S)c3c([nH]2)Oc2ccc(C)cc2C3)cc1O	-1%	1%	-4	4%	u	0%	7
O=C(CN1C(=O)C(=O)N(Cc2ccco2)C1=O)c1c[nH]c2ccccc12	u	-28%	6	-13%	u	1%	-3
Cc1occc1-c1nnc(SCC(=O)Nc2ccccc2N2CCCCC2)n1C	u	34%	-1	-14%	9%	-1%	-12
COc1ccccc1C(=O)NC(=O)COC(=O)Cc1ccc(F)cc1	-15%	-13%	x	0%	-8%	x	x
CCN(CC)CCNC(=O)C1(O)c2cc(Br)ccc2NC(=O)N1c1ccccc1 (stereo not drawn)	-3%[0.00184 µM]	-19%	1	3%	2.6µM*	1%	-2
COc1ccccc1Nc1nc(Cl)nc(Nc2ccccc2OC)n1	-4%	-22%	6	2%	-26%	3%	6
CCN1CCN(C(=O)c2ccc(Cl)c(S(=O)(=O)N3CCCCC3)c2)CC1	-13%	14%	-1	5%	u	-1%	-8
CC(CNC(=O)CN1C(=O)COc2ccc(S(=O)(=O)N3CCCCC3)cc21)c1ccccc1 (stereo not drawn)	-26%	7%	6	-3%&-4%	-26%	6%	-1
COc1ccccc1CNC(=O)CCCn1nc(C)c2c(C)n(-c3ccc(C)cc3)nc2c1=O	u	79%[activator]	-4	-3%&1%	u	5%	-3
COc1ccc(OC)c(NC(=O)COC(=O)/C=C/c2ccc(Cl)cc2)c1	45%[activator]	-18%	-2	1%	0%	0%	-8
Cc1cc2ccccc2c(=O)n1CC(=O)NCC1COc2ccccc2O1 (stereo not drawn)	15%	-11%	-2	0%	36%[activator]	0%	-7
Cc1cccc(N=N/C(=C\O)C(=O)c2cccs2)c1	u	-40%	35*	3%	12µM*	-4%	93*
CCOC(=O)c1c(S(=O)(=O)NCC(=O)Nc2ccccc2)c(C)n(C)c1C	5%	-14%	-4	-11%	52%[activator]	1%	11
COc1ccccc1NS(=O)(=O)c1ccc(C(=O)NCCCN2CCCC2=O)cc1	12%	11%	x	0%	-8%	x	x
COC(=O)C1CCCCN1C(=O)c1cc(COc2cccc3cccnc23)on1 (stereo not drawn)	13%	42%	0	2%	101%[activator]	-5%	1
CN(C)CCCN(C(=O)COc1ccc(Cl)cc1)c1nc2cc3c(cc2s1)OCO3	1%	63%[activator]	-4	0%	10%	0%	-23
Cc1cc(C)c(S(=O)(=O)Nc2nnc(CC(C)C)s2)c(C)c1	24%	-17%	-2	-18%	u	-6%	-2
CCOC(=O)N1CCN(S(=O)(=O)c2ccc(OC)cc2)CC1	-4%	6%	-2	-1%	-14%	-4%	-26
CN(C)/C=C/C(=O)c1ccc2noc(-c3cccc(F)c3)c2c1	-11%	-29%	1	3%	u	5%	-3
CC(=O)Nc1cc(C(=O)CSc2nnc(C3CC3)n2C2CC2)ccc1O	7%	5%	x	-2%	u	x	x
CCN(CC)CCOc1ccc2nc(N(C)C)sc2c1	12%&45%	-24%	27*	4%&-12%	4%&-15%	2%	32
CC(C)CN(C(=O)c1cc(Cl)nc2ccccc12)c1c(N)n(Cc2ccccc2)c(=O)[nH]c1=O	5%	29%	x	-9%	-10%	x	x
COc1ccc(CCC(=O)N2CCCC(Nc3ccc(OC)cc3)C2)cc1 (stereo not drawn)	0%	20%	-3	-7%	u	-5%	-4
CN(C)CCCNc1ncnc2oc(-c3ccccc3)c(-c3ccccc3)c12	17µM*	18%	-5	1%	13µM*	1%	-13
Clc1ccc(-c2nnc(Sc3nc4ccccc4o3)c3ccccc23)cc1	37%[activator]	-4%	3	1%	8%	2%	17
C=CCNC(=S)N/N=C(\C)c1cccc(OC)c1	-16%	-13%	10	-2%	u	-1%	22
C=C(C)COc1ccc(-c2nc(N)nc(C)c2Oc2ccccc2OC)c(O)c1	u	25%	1	-3%	10%	2%	23
O=c1[nH]cnc2c1sc1nc(C(F)F)cc(-c3ccccc3)c12	-7%	-7%	x	-5%	18%	x	x
CCOC(=O)c1ccc(CN2C(=O)c3ccccc3S2(=O)=O)cc1	24%	-12%	7	2%	u	1%	28
Cc1ccc(S(=O)(=O)NC(=O)NC2CCCC2)cc1	-6%	x	x	9%	5%	x	x
O=C(CC1CCCCC1)N=C1SC2CS(=O)(=O)CC2N1c1ccccc1 (stereo not drawn)	-4%	-13%	8	-11%	u	-3%	-6
Cc1cccc(OC(C)C(=O)Nc2ccc(N3CCCCC3)cc2)c1 (stereo not drawn)	-14%	-22%	x	-1%	14%	x	x
N#Cc1ccc(NC(=O)COC(=O)CNC(=O)C2CCCCC2)cc1	x	-16%	9	0%	17%	9%	-16
COc1ccc(N(C(=O)c2cc3ccccc3oc2=O)C2C=CS(=O)(=O)C2)cc1 (stereo not drawn)	0%	0%	8	2%	u	4%	18
CCN(C(=O)CSc1nnc(SC(C)C)s1)C1CCS(=O)(=O)C1 (stereo not drawn)	-16%	-1%	x	-1%	u	x	x
COc1cc(C(=O)NCC(=O)NC(C)c2ccc(-n3ccnc3)cc2)cc(OC)c1OC (stereo not drawn)	5%	-4%	x	7%	16%	x	x

Quoted from the listing.
In Tb PYK inh, CCN(C(=O)CSc1nnc(SC(C)C)s1)C1CCS(=O)(=O)C1 (stereo not drawn) is entered as -1%
In Pf growth 48h, CCOC(=O)c1ccc(CN2C(=O)c3ccccc3S2(=O)=O)cc1 is entered as 24%

(list continues)
mol	Pf growth 48h	AmpC no deterg	CHX counter	Tb PYK inh	Pf growth 96h	LmPK inh	Shiga inhibitor
CN(CC(=O)NCCN1CCN(c2ccccc2)CC1)S(=O)(=O)c1ccc2c(c1)CCC(=O)N2	x	4%	-6	2%	4.7µM*	6%	-6
O=C(c1ccc(C(F)(F)F)cc1)C1CCCN(C(=O)CCc2ccncc2)C1 (stereo not drawn)	u	124%[activator]	9	0%	u	0%	22
CCOC(=O)c1ccccc1NS(=O)(=O)c1ccc(OCC)cc1	x	-20%	15	-4%	9.3µM*	9%	9
CSc1ccc(/C=c2\s/c(=C\C(=O)C(C)(C)C)n(CC(=O)NCCC3=CCCCC3)c2=O)cc1	u	u	0	-2%	u	3%	-5
O=C(NC1CCCc2ccccc21)C1CCCN(S(=O)(=O)c2cnc[nH]2)C1 (stereo not drawn)	x	-18%	-1	-3%	u	2%	15
O=C(CSc1nnc2c(Cl)cc(Cl)cn12)N1CCN(c2ccc(F)cc2)CC1	-14%	-19%	-2	1%	u	-2%	7
C=CCn1c(O)c(N=NC(=O)c2ccccc2NS(=O)(=O)c2cccs2)c2ccccc21	u	-18%	0	-3%	u	5%	19
CSc1ccc(C(C(C(=O)c2cccs2)N2CCOCC2)N2CCOCC2)cc1 (stereo not drawn)	-14%	27%	-1	0%	x	4%	-3
O=C(Cn1nc(-c2ccc(Cl)cc2)ccc1=O)NCCN1CCOCC1	x	-3%	-1	3%	21%	2%	14
Cc1c(-c2csc(N)n2)c2ccccc2n1C	4%	-19%	-3	-5%	4%	-6%	2
O=C(NCc1ccco1)C1CC(=O)N(CCc2ccccc2)C1 (stereo not drawn)	-28%	3%	4	-7%	85%[activator]	4%	-7
CC(C)N(C)C(=O)C(=O)c1cccn1-c1cccc(Cl)c1C#N	-5%	4%	-1	-15%	-6%	-3%	-5
CCOC(=O)c1cc(C(=O)c2cccs2)n2ccc(C(C)=O)cc12	x	-19%	-3	-3%	-4%	-11%	-10
S=c1[nH]cc(-c2ccccc2)[nH]1	50%[activator]	-18%	39*	-10%	u	-4%	34*
CN(C)/C=C1/Nc2ccccc2C1=O	-9%	-18%	11	-16%	31%	-8%	2
CS(=O)(=O)n1nc(-c2ccco2)nc1N	26%	-21%	1	-21%	97%[activator]	2%	13
O=c1cc(N2CCCCCC2)[nH]c(=O)n1-c1ccc(Cl)cc1	45%[activator]	-5%	-3	1%	38%[activator]	2%	15
COc1ccc(OC)c(C2=NOC(C(=O)Nc3ccc4c(c3)OCCO4)C2)c1 (stereo not drawn)	-22%	-18%	13	1%	-24%	-3%	8
N#C/C(=C/Nc1ccccc1C(=O)O)C(N)=O	u	2%	1	0%	u	-12%	-4
N#Cc1nc(COc2ccc(Cl)cc2Cl)oc1N1CCN(c2ccccc2)CC1	5%	9%	9	2%	u	5%	-4
CCC1CN(C(=O)N2CCC(C(=O)Nc3ccccc3F)CC2)c2ccccc2O1 (stereo not drawn)	-12%	94%[activator]	-9	-11%&-2%	u	-15%	-11
